Bioassay records deposited in PubChem by National Center for Advancing Translational Sciences (NCATS).
pAkt inh: blocks phosphorylation of Akt; hit rate 0.32% among 360,000; Neuro2A IGF-stimulated pAkt S473 HTRF, 20 min; stronger effect = lower value; AID 651550; activity change, % for hits at 50 µM; in the data active means activity change below about -80%; inconclusive means mostly about -51% to -80%; further: on the % scale 0 is the no-effect control and ±100 the full control effect
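Single-point screen (50 µM final compound) in Neuro2A cells stimulated 20 min with 6 nM IGF at 37 deg C. After lysis, Ser473-phosphorylated Akt read by HTRF (ex 330 nm, em 615/665 nm) as the 665/615 ratio.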
aSyn yeast inh: alpha-synuclein toxicity inhibition in yeast | AID 652106 | Potency, µM (titrated, usually from 46.1 µM), without a hit: top-dose growth rescue (activation), usual class: activators | hit rate 0.14% among 370,000 | Yeast expressing alpha-synuclein, growth rescue, BacTiter-Glo, 24 h; further: potency means the concentration at half of the fitted maximal effect; % of control where 0% means no effect; nearly all actives have a fitted effect of over 65% in size
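Readout is rescue of growth in alpha-synuclein-expressing yeast, so inhibitors of toxicity appear as activators. Growth after 24 hr at 30 deg C in galactose medium is quantified by luminescence.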
FUS suppressor: rescues growth of FUS-expressing yeast. S. cerevisiae FUS-expressing, growth rescue, OD600, 24 h. Potency, µM (doses to about 76.6 µM), for inactives: at the highest dose growth rescue (activation), hits mostly activators. hit rate 0.24% among 390,000;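 further: potency means the concentration at half of the fitted maximal effect; plate controls were DMSO vehicle for no effect and reference control for full effect; nearly all actives have a fitted effect of over 55% in size; some results filed as inactive show a strong effect at the top dose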
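Read-out: OD at 600 nm after 24hr at 30C, reporting rescue of FUS-induced yeast toxicity. Cells at OD 0.005 in galactose (2%) minimal medium; compounds tested in a dilution series; CP55940 titration from 92uM final as control.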
GLP-1R inv ag: acts as inverse agonist at human GLP-1 receptor. Potency, µM (doses to about 38.3 µM), for inactives: top-dose activity change, negative = inhibition, usual class: inhibitors. HEK293 GLP-1R CRE-luciferase, luminescence, 24 h; GLP-1R form is constitutively active. P43220. AID 624417. hit rate 1.6% among 410,000; further: potency means the concentration at half of the fitted maximal effect; on the % scale 0 is the no-effect control and ±100 the full control effect; nearly all actives have a fitted effect of over 55% in size
Target sequence (P43220 whole entry, looked up): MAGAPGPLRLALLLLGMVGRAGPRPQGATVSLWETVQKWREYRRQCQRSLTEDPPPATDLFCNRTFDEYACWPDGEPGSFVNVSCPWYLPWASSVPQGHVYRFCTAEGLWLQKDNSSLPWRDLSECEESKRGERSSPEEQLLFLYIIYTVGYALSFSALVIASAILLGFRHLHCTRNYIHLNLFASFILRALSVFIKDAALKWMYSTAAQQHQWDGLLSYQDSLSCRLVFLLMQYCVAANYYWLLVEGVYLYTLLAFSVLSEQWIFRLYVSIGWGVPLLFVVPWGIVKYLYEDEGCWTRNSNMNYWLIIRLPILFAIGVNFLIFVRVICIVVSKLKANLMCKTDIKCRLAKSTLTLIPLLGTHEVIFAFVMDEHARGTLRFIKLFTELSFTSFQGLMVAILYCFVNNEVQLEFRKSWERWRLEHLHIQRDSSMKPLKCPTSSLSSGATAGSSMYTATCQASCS
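Inverse agonism was detected as reduced cAMP-driven luciferase luminescence after 24 h compound treatment. The cells were HEK293 clones expressing constitutively active human GLP-1R with the reporter. Reporter-only and GPR119 cell lines served as counterscreen controls.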
HEK293 tox: cytotoxic in the GLP-1 receptor inverse agonist counter-screen | HEK293 cAMP-luciferase reporter cells, luminescence, 24 h | AID 624418 | Potency, µM (top dose mostly 38.3 µM), inactives show at the highest dose activity change, negative = inhibition, usual class: inhibitors | hit rate 0.13% among 410,000;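 further: loss of luciferase light is scored as toxicity; potency means the concentration at half of the fitted maximal effect; on the % scale 0 is the no-effect control and ±100 the full control effect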
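Cells in DMEM/10% Nu serum/1% pen-strep, 1536-well format. Pre-incubated 12 h, dosed with 23 nL compound, incubated a further 24 h. Luciferase detection, 12 min at room temp, luminescence.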
PTHR1 agonist: agonists of human PTHR1 parathyroid hormone receptor; Potency, µM (titrated, usually from 115 µM), for inactives: at the highest dose activation, hits mostly activators; HEK293 GP2 PTHR1 cells, GloSensor cAMP luminescence, 1 h; hit rate 0.075% among 410,000; further: potency means the concentration at half of the fitted maximal effect; nearly all actives have a fitted effect of over 55% in size; some results filed as inactive show a strong effect at the top dose; inactives centre near -15; many of its hits are not listed in these tables
Target sequence (Q03431 whole entry, looked up): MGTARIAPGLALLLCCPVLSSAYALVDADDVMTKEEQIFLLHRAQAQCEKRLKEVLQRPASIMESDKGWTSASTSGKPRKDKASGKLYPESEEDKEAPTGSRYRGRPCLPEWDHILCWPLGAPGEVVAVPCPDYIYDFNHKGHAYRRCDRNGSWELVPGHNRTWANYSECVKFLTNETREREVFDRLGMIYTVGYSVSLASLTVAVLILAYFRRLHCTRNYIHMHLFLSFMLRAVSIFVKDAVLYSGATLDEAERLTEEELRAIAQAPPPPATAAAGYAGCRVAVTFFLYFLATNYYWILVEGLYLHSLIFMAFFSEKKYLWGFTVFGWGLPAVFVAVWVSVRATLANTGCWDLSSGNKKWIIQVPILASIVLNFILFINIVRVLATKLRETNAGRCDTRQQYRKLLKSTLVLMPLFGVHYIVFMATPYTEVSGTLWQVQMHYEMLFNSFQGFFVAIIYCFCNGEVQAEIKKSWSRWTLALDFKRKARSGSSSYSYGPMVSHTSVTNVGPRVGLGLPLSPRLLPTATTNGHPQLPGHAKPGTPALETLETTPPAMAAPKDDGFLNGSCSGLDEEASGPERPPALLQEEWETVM
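HEK-293-derived GP2 cells expressing PTHR1 and a GloSensor cAMP reporter, 3,000/well, plated overnight, given luciferin plus IBMX (each 0.5 mM as added) for 1 h at 37 °C, then compound for 1 h at 37 °C. Luminescence was read after 15 min at room temperature.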
MmCpn inh: blocks the Methanococcus maripaludis chaperonin Mm-Cpn; purified Mm-Cpn ATPase, ADP Transcreener TR-FRET; Potency, µM (series often up to 76.9 µM), for inactives: at the top dose activity, negative = inhibition, most hits filed as inhibitors; hit rate 0.031% among 330,000; AID 504842; further: potency means the concentration at half of the fitted maximal effect; on the % scale 0 is the no-effect control and ±100 the full control effect; nearly all actives have a fitted effect of over 80% in size
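ATPase turnover read by TR-FRET ADP competition (Eu cryptate antibody/ADP-d2, 665/590 nm): 10uM ATP final, 25nM Mm-CPN final, 30 min 37degC after 10-min compound preincubation, pH 7.4 Tris/KCl/MgCl2/DTT buffer.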
TDP-43 yeast inh: rescues yeast growth from TDP-43 toxicity. hit rate 1.8% among 410,000. Potency, µM (doses to about 46.1 µM), for the others: at the top dose growth rescue (activation), most hits filed as activators. TDP-43 expressing yeast growth rescue, BacTiter-Glo, 24 h; further: potency means the concentration at half of the fitted maximal effect; % of control where 0% means no effect; nearly all actives have a fitted effect of over 50% in size
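Luminescence from BacTiter-Glo reports growth of TDP-43-expressing yeast after 24 hr at 30 deg C with compound. Cells were raffinose-pregrown to mid-log, then seeded in galactose medium at OD600=0.02.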
Abeta rescue: restores growth of yeast expressing A-beta42 peptide | yeast expressing A-beta42, growth rescue, OD600, 48 h; response scale: 0% DMSO, 100% iron-clioquinol control | Potency, µM (titrated, usually from 46.1 µM), for the others: at the highest dose growth rescue, hits mostly activators | hit rate 0.063% among 410,000; further: potency means the concentration at half of the fitted maximal effect; nearly all actives have a fitted effect of over 55% in size
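Yeast growth medium received pinned compounds, then yeast cells expressing toxic A-beta were added; plates incubated at 30 C for 48 hr. Growth read as absorbance at 600 nm, normalized to DMSO and equimolar FeCl3 plus clioquinol controls.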
* = called active by the depositor; i = inactive; ? = inconclusive; nt = no result given; [ ] = dose if it differs, or a comment. Unless noted, the call rests on the fitted dose curve; in most records, active means well fitted curve in the direction sought with a large enough effect; inconclusive means small, poorly fitted or top-dose-only effect, or another doubt; inactive means no such curve, though single readings can be large; an effect the other way counts as inactive or inconclusive.

1) COc1ccc(-c2nnn(Cc3ccccc3)n2)cc1OC
2) Nc1nc(Oc2ccc(F)cc2)c(Br)c(=O)[nH]1
3) C=CC(=O)N1CCCC(Nc2nc(Nc3ccc(N(C)C(=O)CC)cc3C)nc3nc[nH]c23)C1 (configuration not stated)
4) O=C(O)CSCC(=O)NCc1csc2ccc(Cl)cc12
5) O=C(CCCn1c(=S)[nH]c2cc3c(cc2c1=O)OCO3)N1CCN(c2ccccn2)CC1
6) CCc1cc2c(=O)c(-c3cscn3)coc2c(CN(C)C)c1O

assay / compound	1	2	3	4	5	6
pAkt inh	i	i	i	i	i	i
FUS suppressor	-8%	0%	10%	18%	-1%	-5%
TDP-43 yeast inh	?	7%	29%	0%	14%	25%
PTHR1 agonist	-30%[inhibitor]	-47%[inhibitor]	i	-21%	i	-4%[57.5 µM]
aSyn yeast inh	-9%	-6%	6%	-1%	1%	6%
HEK293 tox	-8%	5%	-26%	8%	-1%	4%
GLP-1R inv ag	38%[activator]	18%	-10%	5%	0%	26%
MmCpn inh	0%	1%	-3%	-1%	1%	-3%
Abeta rescue	-4%	-8%	-7%	-8%	8%	17%

7) CCc1nc2ccc(C(=O)NCCCn3ccnc3)cn2c1N(CC)C(=O)NCCc1ccccc1
8) O=C(CNC(=O)c1ccc(S(=O)(=O)N2CCCC2)cc1)N/N=C/c1ccco1
9) CCOC(=O)CNc1c(N2CCN(c3ccccn3)CC2)c(=O)c1=O
10) CCOC(=O)CN(C(=O)COc1nc(-c2ccccc2)cc(C)c1C#N)c1cccc(OC)c1
11) CC(C)Cc1nnc(NC(=O)c2ccc(S(=O)(=O)N3CCCC3)cc2)s1
12) COc1ccc(CCN(C)C(=O)CN2C(=O)c3ccccc3S2(=O)=O)cc1OC

assay / compound	7	8	9	10	11	12
pAkt inh	i	i	i	i	i	i
FUS suppressor	-12%	-15%	-30%	36%	-4%	8%
TDP-43 yeast inh	-6%	3%	24%	19%	-5%	-3%
PTHR1 agonist	4%	i	-4%	-4%	-17%	-2%[57.5 µM]
aSyn yeast inh	-10%	1%	0%	6%	-1%	2%
HEK293 tox	1%	1%	-11%	-6%	4%	-9%
GLP-1R inv ag	-9%	8%	-12%	?	28%	21%
MmCpn inh	nt	0%	0%	-2%	2%	2%
Abeta rescue	-17%	-5%	2%	11%	-4%	-1%

13) C1CCC2=NCCCN2CC1
14) CN1CCN(NC(=O)c2ccc(Br)c(S(=O)(=O)N3CCOCC3)c2)CC1
15) O=C(C1c2ccccc2Oc2ccccc21)N1CCN(c2ccc(Cl)cc2)CC1
16) CC(=O)Nc1ccc(S(=O)(=O)N(C)CC(=O)OCC(=O)Nc2ccc3c(c2)OCO3)cc1
17) CC(=O)c1ccc(N2CCN(C(=O)CCS(=O)(=O)c3ccc4c(c3)CCN4C(C)=O)CC2)cc1
18) CC(=O)c1cc(-c2ccccc2)n(CC(=O)NC(C)(C)C)c1C

assay / compound	13	14	15	16	17	18
pAkt inh	i	i	i	i	i	i
FUS suppressor	9%	4%	16%	nt	10%	-24%
TDP-43 yeast inh	-12%	7%	17%	20%	-5%	15%
PTHR1 agonist	-12%[57.5 µM]	i	-7%	i	-21%	-4%
aSyn yeast inh	-18%	-9%	1%	4%	1%	-6%
HEK293 tox	4%	-7%	-25%	-5%	-3%	4%
GLP-1R inv ag	4%	19%	?	11%	9%	0%
MmCpn inh	1%	0%	1%	3%	-14%	1%
Abeta rescue	1%	29%	5%	-1%	7%	-6%

19) COc1ccccc1NC(=O)NNC(=O)COc1ccc2ccccc2c1
20) Cn1c(SCC(=O)Nc2nccs2)nnc1-c1ccc(S(=O)(=O)N2CCCC2)cc1
21) COc1cc(/C=C/C(=O)OCC(=O)NC(=O)NC(C)(C)C)ccc1OCC#N
22) COC(=O)C1CCN(S(=O)(=O)c2cc3c4c(c2)CC(=O)N4CCC3)CC1
23) COc1ccc(NC(=O)c2sc3nc(C)cc(C)c3c2N)cc1
24) CC1(C)N=C(N)N=C(N)N1c1ccc(Oc2ccc(Cl)cc2)c(Cl)c1

assay / compound	19	20	21	22	23	24
pAkt inh	i	nt	i	nt	i	i
FUS suppressor	21%	17%	25%	35%	7%	17%
TDP-43 yeast inh	5%	-12%	-2%	6%	?	-25%
PTHR1 agonist	i	-1%[57.5 µM]	-21%	6%	i	-10%
aSyn yeast inh	-2%	0%	4%	nt	8%	1%
HEK293 tox	-3%	-6%	13%	1%	1%	-4%
GLP-1R inv ag	?	10%	1%	3%	10%	?
MmCpn inh	-1%	1%	-1%	nt	-2%	2%
Abeta rescue	1%	11%	-5%	-14%	1%	-21%

25) Cc1ccc2scc(N3CCN(c4cccc(C(F)(F)F)c4)CC3)c(=O)c2c1
26) CC(=O)Nc1cc(-c2cccc(C(=O)NCCN(C)C)c2)cn2c(-c3ccc(C(C)=O)cc3)cnc12
27) Cc1cc(C)c(S(=O)(=O)N2CCCCC2CCNC(=O)C(=O)NCC2CCCO2)c(C)c1 (configuration not stated)
28) Cc1cc(Cl)c2c(c1)[C@]1(C(=O)N2)[C@@H]2C(=O)N(Cc3ccccc3)C(=O)[C@@H]2[C@@H]2CCCN21
29) CCCCOc1ccc(C(=O)NCCC(=O)NCCCC(=O)OCC)cc1
30) CC(=O)c1sc(N/N=C2\CC3CCC2(C)C3(C)C)nc1C (configuration not stated)

assay / compound	25	26	27	28	29	30
pAkt inh	nt	nt	i	i	i	i
FUS suppressor	1%	5%	19%	?	36%	41%
TDP-43 yeast inh	?	12%	-17%	4%	-18%	15%
PTHR1 agonist	i	-23%	i	-48%[inhibitor]	-45%[inhibitor]	-21%
aSyn yeast inh	-4%	-10%	8%	13%	-4%	0%
HEK293 tox	-1%	1%	-5%	-1%	13%	3%
GLP-1R inv ag	3%	-7%	-26%	?	-13%	?
MmCpn inh	nt	nt	-4%	1%	0%	0%
Abeta rescue	12%	-2%	9%	-1%	-5%	14%

31) CC1CCc2nc(NC(=O)CN3CCOCC3)sc2C1 (configuration not stated)
32) Cc1ccccc1C1CC(c2ccccc2)Nc2ncnn21 (configuration not stated)
33) Cc1cc(C)c(NC(=O)Cn2c(=O)n(CCc3ccccc3)c(=O)c3ccccc32)c(C)c1
34) CCOCCCNC(=S)Nc1ccc(S(N)(=O)=O)cc1
35) N=c1c(C(=O)NC2CCCCC2)cc2c(=O)n3ccccc3nc2n1CCc1ccccc1
36) Cc1onc(-c2c(F)cccc2Cl)c1C(=O)OCn1nnc2ccccc2c1=O

assay / compound	31	32	33	34	35	36
pAkt inh	i	i	nt	i	i	i
FUS suppressor	5%	13%	8%	nt	8%	15%
TDP-43 yeast inh	14%	0%	?	22%	-13%	?
PTHR1 agonist	-1%	i	-6%	i	-7%	-5%
aSyn yeast inh	2%	-12%	nt	-9%	1%	-5%
HEK293 tox	1%	-4%	3%	-7%	11%	-11%
GLP-1R inv ag	2%	?	-1%	-6%	24%	-9%
MmCpn inh	0%	3%	nt	-2%	2%	2%
Abeta rescue	17%	13%	-7%	10%	-13%	-22%

37) O=C(CN1C(=O)S/C(=C\c2cc(Cl)c(O)c(Cl)c2)C1=O)Nc1ccccc1
38) Cn1c(=O)n(CCc2ccccc2)c2ccccc21
39) COCc1[nH][nH]c(=O)c1C=Nc1ccc(Cl)cc1
40) COc1ccccc1N1CCN(c2nc(C)cc(C)c2C#N)CC1
41) CCCNc1nc(NCc2ccccc2OC)c2cnn(C)c2n1
42) Nc1n[nH]c(C2CCCCC2)n1

assay / compound	37	38	39	40	41	42
pAkt inh	i	i	i	i	nt	i
FUS suppressor	-1%	-2%	19%	10%	-5%	-38%
TDP-43 yeast inh	0%	?	-4%	?	0%	6%
PTHR1 agonist	-26%	i	i	-9%	-23%	i
aSyn yeast inh	-2%	14%	0%	2%	nt	1%
HEK293 tox	101%[activator]	-9%	10%	-3%	-3%	-18%
GLP-1R inv ag	?	9%	0%	-10%	-11%	7%
MmCpn inh	1%	2%	1%	-3%	nt	0%
Abeta rescue	11%	13%	-15%	-3%	9%	-2%

Sorted by SMILES length (highest first): some entries from above
14) CN1CCN(NC(=O)c2ccc(Br)c(S(=O)(=O)N3CCOCC3)c2)CC1
6) CCc1cc2c(=O)c(-c3cscn3)coc2c(CN(C)C)c1O
32) Cc1ccccc1C1CC(c2ccccc2)Nc2ncnn21 (configuration not stated)

assay / compound	14	6	32
pAkt inh	i	i	i
FUS suppressor	4%	-5%	13%
TDP-43 yeast inh	7%	25%	0%
PTHR1 agonist	i	-4%[57.5 µM]	i
aSyn yeast inh	-9%	6%	-12%
HEK293 tox	-7%	4%	-4%
GLP-1R inv ag	19%	26%	?
MmCpn inh	0%	-3%	3%
Abeta rescue	29%	17%	13%

An excerpt of these results, with tabs.
nr	SMILES	pAkt inh	FUS suppressor	TDP-43 yeast inh	PTHR1 agonist	aSyn yeast inh	HEK293 tox	GLP-1R inv ag	MmCpn inh	Abeta rescue
22	COC(=O)C1CCN(S(=O)(=O)c2cc3c4c(c2)CC(=O)N4CCC3)CC1	nt	35%	6%	6%	nt	1%	3%	nt	-14%
23	COc1ccc(NC(=O)c2sc3nc(C)cc(C)c3c2N)cc1	i	7%	?	i	8%	1%	10%	-2%	1%
24	CC1(C)N=C(N)N=C(N)N1c1ccc(Oc2ccc(Cl)cc2)c(Cl)c1	i	17%	-25%	-10%	1%	-4%	?	2%	-21%
25	Cc1ccc2scc(N3CCN(c4cccc(C(F)(F)F)c4)CC3)c(=O)c2c1	nt	1%	?	i	-4%	-1%	3%	nt	12%

An excerpt; rates above refer to the full screens.
